Screens deposited in PubChem BioAssay by several laboratories.
MrgX1 antag = human MrgX1 receptor antagonism, primary screen; Q96LB2; MRGX1-HEK293 calcium flux, Fluo-4, BAM8-22 antagonism; hits give low values; B-score at 10 µM; 310,000 compounds, 1.3% hits; AID 588676;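 active = calcium-response B-score plate-corrected more than 3 library SD below zero, starting fluorescence within 5 deviations, no agonist response on first addition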;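 note: peak minus trough fluorescence over baseline after final BAM8-22 challenge near maximal dose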
HIF activator = HIF pathway transcriptional activation; 300,000 compounds, 0.32% hits; AID 1910; activation, % at 7.5 µM (by protocol); U2OS HRE-luciferase reporter, luminescence; normalized: DMSO 0%, desferrioxamine 100%;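 active = mean activation of at least 10% of the iron chelator positive control signal, with at least half of replicates also reaching 10%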
RGS4 inh = human RGS4 inhibition | P49798 | HEK293 M3R/RGS4 inducible, Fluo-4 calcium flux; hits give high values; triggered by carbachol at its EC20 | B-score at 10 µM | 310,000 compounds, 0.45% hits;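 active = B-score, a plate-corrected calcium signal, over three deviations above library mean, with baseline fluorescence within five deviations of library mean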;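 note: RGS4 expression induced by doxycycline in cells with stable M3 receptor; B-score is computed from the integrated fluorescence ratio over baseline after carbachol; higher B-score means a larger calcium signal and so more RGS4 inhibition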
TRPC6 act = activates the mouse TRPC6 cation channel | 310,000 compounds, 0.13% hits | Q61143 | HEK293-TRPC6 membrane potential dye fluorescence; hits give high values | B-score at 10 µM | AID 2550;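 active = B-score of the integrated fluorescence ratio above library mean plus 3 SD, and starting fluorescence ratio within library mean plus 5 SD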;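 note: higher score means more depolarization so channel activation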
RGS4 pot = RGS4 potentiation or activation | 310,000 compounds, 0.92% hits | HEK293 M3R/inducible RGS4, carbachol calcium flux Fluo4; hits give low values | B-score at 10 µM;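 active = B-score of the integrated calcium signal more than 4 SD below the library mean, with starting fluorescence not abnormally high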;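 note: negative B-score means reduced calcium response which marks RGS4 activation or potentiation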
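test system = HEK293 cells with stable M3R and inducible RGS4 | schedule = recording 10 s baseline at 1 Hz, 100 s post-agonist | technique = Fluo4-AM (2 µM) calcium-flux fluorescence, kinetic read | measure = Agonist-evoked peak-minus-minimum fluorescence over baseline, integrated ratio, B score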
SKKanGAS inh = SKKanGAS growth inhibition; S. pyogenes SKKanGAS, kanamycin growth, BacTiter-Glo, 6 h; inhibition, % at 7.5 µM; 300,000 compounds, 1.3% hits; AID 1662;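 active = mean replicate score, as percent of positive control median, at least 50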;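 note: strain carries kanamycin resistance gene driven by streptokinase promoter and grows in 40 µg/ml kanamycin; loss of luminescence reflects streptokinase promoter inhibition or plain growth inhibition; 0% = median of DMSO wells and 100% = positive control at its reference dose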
TRPC6 inhibitor = mouse TRPC6 channel inhibition; 310,000 compounds, 1.1% hits; Q61143; AID 2553; B-score at 10 µM; HEK293-TRPC6, membrane potential dye, ACh-evoked depolarization; hits give low values;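 active = B-score under library mean minus 3 SD, initial fluorescence not abnormally high, positive integrated signal ratio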;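 note: B-score derived from integrated fluorescence ratio over the kinetic read; more negative B-score means stronger inhibition of depolarization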
MrgX1 ag = human MrgX1 receptor agonism, primary screen. B-score at 10 µM. MrgX1-HEK293 cells, Fluo-4 calcium fluorescence, agonist mode; hits give high values. 310,000 compounds, 0.44% hits;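 active = calcium response B-score plate-corrected fluorescence ratio at least 3 library SD, with starting fluorescence B-score inside 5 SD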
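times = overnight plating, then 30 min 37 °C plus 30 min room-temperature dye loading | assay system = stable human MrgX1 HEK293 cell line | input = fifteen thousand cells per well | signal = kinetic calcium dye fluorescence, Fluo-4 NW | dosing = compound delivered in addition one of three | read-out = B-scored fluorescence response ratio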
Platelet DG rel = platelet dense granule release activity; human platelet-rich plasma, SFLLRN dense granule ATP release, luminescence; inhibition, %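 (compounds screened at 7.5 µM in platelet-rich plasma)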; 300,000 compounds, 0.22% hits;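 active = mean replicate score, as percent of positive control, at or above 50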
TRPC4 inh = inhibitors of mouse TRPC4 channel; B-score at 10 µM; HEK293 TRPC4beta/mu-opioid, DAMGO-evoked Fluo4 calcium flux; hits give low values; Q9QUQ5; 300,000 compounds, 0.39% hits;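 active = B-score over 3 SD under the library average, no early fluorescence shift, positive overall ratio signal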
Target sequence (Q9QUQ5 whole entry, looked up): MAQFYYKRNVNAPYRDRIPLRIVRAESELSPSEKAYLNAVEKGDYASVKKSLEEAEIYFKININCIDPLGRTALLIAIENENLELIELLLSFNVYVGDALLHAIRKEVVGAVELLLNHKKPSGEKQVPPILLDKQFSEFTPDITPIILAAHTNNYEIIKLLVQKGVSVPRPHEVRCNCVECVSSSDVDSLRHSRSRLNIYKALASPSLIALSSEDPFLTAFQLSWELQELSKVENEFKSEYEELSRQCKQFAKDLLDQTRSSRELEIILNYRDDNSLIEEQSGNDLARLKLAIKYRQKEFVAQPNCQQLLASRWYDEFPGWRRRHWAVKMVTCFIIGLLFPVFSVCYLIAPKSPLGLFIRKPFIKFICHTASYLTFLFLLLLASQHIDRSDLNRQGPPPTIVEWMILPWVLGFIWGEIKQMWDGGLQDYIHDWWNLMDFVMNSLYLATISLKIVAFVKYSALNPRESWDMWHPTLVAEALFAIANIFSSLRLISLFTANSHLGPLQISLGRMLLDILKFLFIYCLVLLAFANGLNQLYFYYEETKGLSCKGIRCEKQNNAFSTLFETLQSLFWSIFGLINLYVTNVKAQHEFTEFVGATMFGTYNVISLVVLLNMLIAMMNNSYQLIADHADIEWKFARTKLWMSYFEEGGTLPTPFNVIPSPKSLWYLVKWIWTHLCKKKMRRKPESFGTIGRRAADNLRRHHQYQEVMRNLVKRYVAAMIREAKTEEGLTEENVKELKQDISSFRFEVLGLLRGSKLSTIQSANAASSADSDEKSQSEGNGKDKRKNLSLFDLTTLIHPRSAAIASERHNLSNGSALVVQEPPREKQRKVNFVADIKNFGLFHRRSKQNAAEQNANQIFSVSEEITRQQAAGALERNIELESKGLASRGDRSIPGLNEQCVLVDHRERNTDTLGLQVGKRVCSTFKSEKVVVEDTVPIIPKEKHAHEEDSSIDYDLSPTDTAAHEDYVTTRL
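Test system – stable TRPC4beta/mu-opioid receptor HEK293 cells · Probe or stimulus – DAMGO, a submaximal dose followed by a maximal one · Dosing – one concentration per compound · Signal – Fluo4 calcium fluorescence by kinetic imaging, 5 s 1 Hz baseline · Evaluation – per-well B score of integrated baseline-normalized Fluo4 ratio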
MrgX1 allo act = human MrgX1 positive allosteric modulation, primary screen. Q96LB2. MrgX1-HEK293, Fluo-4 calcium flux, FDSS; hits give high values. B-score at 10 µM. 310,000 compounds, 0.63% hits. AID 588675;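 active = plate-corrected calcium response at least 3 library SD above typical, normal starting fluorescence, not activating the receptor alone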;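 note: compound read alongside a low EC10 to EC30 dose of BAM8-22 agonist; peak minus trough fluorescence over baseline measured at the second addition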
The depositor's hits bear a star; i = inactive; . = no result given. The order is random. Share with any hit: about 6.1%.

Under each structure – MrgX1 antag	HIF activator	RGS4 inh	TRPC6 act	RGS4 pot	SKKanGAS inh	TRPC6 inhibitor	MrgX1 ag	Platelet DG rel	TRPC4 inh	MrgX1 allo act
> CN1C(=O)S/C(=C/c2ccccc2OCc2ccc(C(=O)O)cc2)C1=O
→ i	0.5	i	i	i	28	i	i	0	i	i
> N#CC1=C(N)OC2=C(CCC/C2=C/c2ccoc2)C1c1ccoc1 (stereo not drawn)
→ .	0.7	i	i	i	-1	i	.	4	i	.
> Cc1cc(C(=O)Nc2sc(C)c(-c3ccc(F)cc3)c2C(N)=O)no1
→ i	2.5	i	i	i	0	i	i	-1	i	i
> COc1cc(NC(=O)COC(=O)/C=C/c2c(C)nn(C3CCS(=O)(=O)C3)c2Cl)cc(OC)c1OC (stereo not drawn)
→ i	-0.1	i	i	i	-2	i	i	-5	i	i
> O=C(c1cc(-c2cccc(Cl)c2)nc2ccccc12)N1CCCC1
→ i	0.6	i	i	i	-6	i	i	9	i	i
> Cc1ccc(NCCC(=O)c2cccs2)cc1
→ i	7.3	i	i	i	2	i	i	20	i	i
> O=C(O)c1ccc(/C=N/Nc2nc(N3CCCCC3)nc(N3CCCCC3)n2)cc1
→ i	-0.4	i	i	i	4	i	i	-1	i	i
> COc1ccc(CN2C(=O)CSCC2=O)cc1OC
→ i	-0.5	i	i	i	-4	i	i	-10	i	i
> O=C(COn1nnc2ccc(C(F)(F)F)cc21)Nc1nnc(-c2ccccc2)o1
→ i	-0.9	i	i	i	91*	i	i	4	i	i
> COCCCNC(=O)[C@H](Cc1c[nH]c2ccccc12)NC(=O)OCc1ccccc1
→ i	-1.5	i	i	i	-2	i	i	-2	i	i
> CC(C)(C)Cc1nnc(NS(=O)(=O)c2ccc(F)cc2)s1
→ i	0.1	i	i	i	8	i	i	-1	i	i
> O=C(c1cnc2ccccn2c1=O)N1CCc2ccccc21
→ i	0.3	i	i	i	-4	i	i	0	i	i
> CCOC(=O)C1(CCc2ccccc2)CCN(Cc2c(O)cccc2OC)CC1
→ i	-1.2	i	i	i	-5	i	i	-7	i	i
> COc1ccccc1CNC(=O)C1CCCN(S(=O)(=O)c2cccc3nonc23)C1 (stereo not drawn)
→ i	-0.4	i	i	i	-2	i	i	-6	i	i
> COc1cnc(-c2ccccn2)[nH]c1=O
→ i	-0.1	i	i	i	6	i	i	6	i	i
> O=C1C(Nc2ccccc2)=C(N2CCCCC2)C(=O)c2ccccc21
→ i	0.4	i	i	i	32	i	i	3	i	i
> CC1CN(c2nc(N(C)c3ccccc3)nc(N)c2[N+](=O)[O-])CC(C)O1 (stereo not drawn)
→ i	-1.3	i	i	i	-2	i	i	3	i	i
> COC(=O)CCCn1c(C)cc(C(=O)CCl)c1C
→ i	-0.2	i	i	i	-10	i	i	-26	i	i
> CCOc1cccc(OCCOCCN2CCCC2)c1
→ i	0.2	i	i	i	1	i	i	5	i	i
> O=C(NNC(=O)c1ccc(SCC2CCCO2)c([N+](=O)[O-])c1)c1ccc(F)cc1 (stereo not drawn)
→ i	-0.5	i	i	i	11	i	i	-2	i	i
> N#Cc1ccccc1CSc1nnc(Cc2ccccc2)o1
→ i	0.3	i	i	i	10	i	i	9	i	i
> Cn1c(=O)n(C)c2cc(/C=N/NC(=O)c3ccncc3)ccc21
→ i	-0.3	i	i	i	-3	i	i	6	i	i
> COC(=O)c1cccc(Oc2cccc(Cl)n2)c1
→ i	0.2	i	i	i	5	i	i	0	i	i
> O=Cc1c(NCc2ccccc2)c2ccccc2[nH]c1=O
→ i	0.3	i	i	i	-1	i	i	18	i	i
> COc1ccc(OCC(=O)N/N=C2\CCCc3ccccc32)cc1
→ i	0.1	i	i	i	-8	i	i	-6	i	i
> COc1ccc(N2CC(C(=O)NCCC3=CCCCC3)CC2=O)cc1 (stereo not drawn)
→ i	-0.7	i	i	i	-8	i	i	0	i	i
> CCOC(=O)c1cnc2c(C)c(C)ccc2c1NCCN1CCOCC1
→ .	1.7	i	i	i	-2	-5.8*	.	2	i	.
> Cc1cc(C(=O)NNS(=O)(=O)c2ccc(C(C)(C)C)cc2)nn1C(C)(C)C
→ i	-0.5	i	i	i	0	i	i	-12	i	9.8*
> CC(C)CSc1nc2c(c(=O)[nH]c(=O)n2C)n1CC(O)COc1cccc2ccccc12 (stereo not drawn)
→ .	-0.2	i	i	i	7	i	.	3	i	.
> Cc1ccccc1OCC(=O)NCC(C)(C)N1CCOCC1
→ i	-0.3	i	i	i	-4	i	i	-10	i	i
> CS(=O)(=O)N1N=C(c2ccco2)CC1c1ccc(Br)cc1 (stereo not drawn)
→ i	0.2	i	i	i	-1	i	i	0	i	i
> C=CCN(c1ccc(C(=O)Nc2ccc(NC(C)=O)cc2)cc1)S(C)(=O)=O
→ i	-0.1	i	i	i	8	i	i	3	i	i
> Cc1cccc2cc(C#N)c(SCC(=O)N3CCC(C)CC3)nc12
→ i	0.1	i	i	i	4	i	i	-1	i	i
> O=C1C=C(Nc2ccccc2C(=O)O)c2ccccc2C1=O
→ i	-3.8	i	i	i	3	i	i	-6	i	i
> CCC1CN(C(=O)N2CCC(C(=O)NCc3ccco3)CC2)c2cc(C)ccc2O1 (stereo not drawn)
→ i	-0.4	i	i	i	6	i	i	2	i	i
> CC(OC(=O)CCC1CCCC1)C(=O)Nc1ccccc1[N+](=O)[O-] (stereo not drawn)
→ i	-0.1	i	i	i	-5	i	i	24	i	i
> CCN(CCC(=O)Nc1ccc(Br)c(C)c1)Cc1ccccc1
→ i	0.0	i	i	i	-2	i	i	5	i	i
> Cc1nc(C)c(C(=O)NCc2ccc(Cl)cc2)o1
→ i	0.5	i	i	i	1	i	i	2	i	i
> Cc1cccc(S(=O)(=O)Nc2nc3ccccc3nc2NCC2CCCO2)c1 (stereo not drawn)
→ i	-0.1	i	i	i	3	i	i	-2	i	i
> CCOC(=O)C1(Cc2ccc(OC)cc2)CCN(C(=O)c2ccoc2C)CC1
→ i	-6.8	i	i	i	0	i	i	-4	i	i
> CCCCc1c(C(=O)O)cc(OC)cc1C(=O)O
→ i	0.0	i	i	i	-8	i	i	2	i	i
> O=C(C1COc2ccccc2O1)N1CCN(Cc2ccc3c(c2)OCO3)CC1 (stereo not drawn)
→ i	-0.5	i	i	i	-1	i	i	7	i	i
> CC(NC(=O)COC(=O)/C=C/c1ccc(Cl)cc1)c1ccccc1 (stereo not drawn)
→ i	0.1	i	i	i	-4	i	i	1	i	i
> O=C(NCCc1c[nH]c2ccccc12)Nc1cccc2ccccc12
→ i	-2.9	i	i	i	1	i	i	5	i	i
> CCOCCCNC(=O)NC12CC3CC(CC(C3)C1)C2
→ i	0.2	i	i	i	-7	i	i	-8	i	i
> O=c1cc(Cc2nnc(SCc3ccccc3)n2-c2ccc(Cl)cc2)[nH]c(=O)[nH]1
→ i	-0.3	i	i	i	4	i	i	15	i	i
> Cc1cc(Nc2ccccc2F)n2ncnc2n1
→ i	0.1	i	i	i	-3	i	i	6	i	i
> Cc1cc(Cl)n2ncc(-c3ccccc3)c2n1
→ i	1.3	i	i	i	-2	i	i	-3	i	i
> CCN1C(=O)C(C(=O)c2ccccc2)SC1=S (stereo not drawn)
→ i	-0.6	i	i	i	6	i	i	8	i	i
> O=C(Oc1cccc(NC(=O)c2cccs2)c1)c1cccc(S(=O)(=O)N2CCCC2)c1
→ i	0.5	i	i	i	11	i	i	0	i	i
> c1ncn(C23CC4CC(CC(C4)C2)C3)n1
→ i	-0.1	i	i	i	4	i	i	-4	i	i
> CCOc1cc(/C=C/c2nc3ccccc3s2)ccc1OCC(=O)N1CCOCC1
→ i	0.7	i	i	i	8	i	i	-12	i	i
> CC(=O)Nc1ccc(Cl)cc1C1COC(=O)C1=N (stereo not drawn)
→ i	-0.2	i	i	i	-3	i	i	-2	i	i
> O=C(CSc1nnc(-c2cccnc2)o1)Nc1ccc(Br)cc1
→ i	1.9	i	i	i	-1	i	i	-4	i	i
> COc1ccc(CNC(=O)C2CCN(S(=O)(=O)c3cccc4nsnc34)CC2)cc1
→ i	-0.4	i	i	i	4	i	i	-8	i	i
> COCCN(CC1CCCN(C2Cc3ccccc3C2)C1)C(=O)CCC(N)=O (stereo not drawn)
→ i	0.0	i	i	i	-3	i	i	0	i	i
> CCc1ccc(CN2CCC(n3nccc3NC(=O)Cc3ccccc3)CC2)o1
→ i	-0.3	i	i	i	9	i	i	1	i	i
> O=C(Cc1ccc(S(=O)(=O)N2CCCCC2)s1)Nc1cccc2ccccc12
→ i	0.1	i	i	i	11	i	i	-6	i	i
> Cc1cc(C)n(-c2nc3nonc3nc2-n2nc(C)cc2C)n1
→ i	-0.2	i	i	i	0	i	i	6	i	i
> COc1cc(C2NC(=O)NC(C)=C2C(=O)OCC2CCCO2)cc(OC)c1OC (stereo not drawn)
→ i	0.1	i	i	i	5	i	i	7	i	i

(continued)
Under each structure – MrgX1 antag	HIF activator	RGS4 inh	TRPC6 act	RGS4 pot	SKKanGAS inh	TRPC6 inhibitor	MrgX1 ag	Platelet DG rel	TRPC4 inh	MrgX1 allo act
> O=C(CC(Nc1ccc(F)cc1)c1ccccc1)c1ccccc1 (stereo not drawn)
→ i	1.1	i	i	i	29	i	i	8	i	i
> COc1ccc(NC(=O)c2ccc3nc(-c4ccccc4)c(-c4ccccc4)nc3c2)c(OC)c1
→ i	-0.2	i	i	i	-10	i	i	-6	i	i
> CCOc1cc(CN2CCC(CO)(Cc3cccc(C(F)(F)F)c3)CC2)ccc1OC
→ i	-0.5	i	i	i	-2	i	i	-20	i	i
> Cc1nnc(SCC(=O)Nc2ncc(Cl)cc2Cl)n1Cc1ccccc1
→ i	0.1	i	i	i	2	i	i	1	i	i
> Cc1ccccc1NC(=O)CN1C(=O)N/C(=C\c2cccn2-c2cccc(C(=O)O)c2)C1=O
→ i	-0.2	i	i	i	11	i	i	-2	i	i
> COc1ccccc1N1CCN(C(=O)c2cc(-c3ccc(Cl)cc3)on2)CC1
→ i	-0.2	i	i	i	8	i	i	0	i	i
> Cc1cc(=O)n2[nH]c(NCc3c(F)cccc3Cl)nc2n1
→ i	0.0	i	i	i	-1	i	i	1	i	i
